Mm-Cpn inhibitor: blocks the Methanococcus maripaludis chaperonin Mm-Cpn | Potency, µM (top dose mostly 76.9 µM), inactives show at the highest dose activity, negative = inhibition, actives largely listed as inhibitors | hit rate 0.031% among 330,000 | purified Mm-Cpn ATPase, ADP Transcreener TR-FRET | AID 504842; also: potency is read from the fitted curve at half-maximal effect; % is scaled to controls: 0 for no effect and ±100 for the full control effect; nearly all actives have a fitted effect of over 80% in size
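Eu-cryptate anti-ADP/ADP-d2 competition gives a ratio inversely related to ADP. Enzyme at 25 nM was pre-exposed to compound for 10 min, then given 10 uM ATP for 30 min, 37°C throughout.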
CCT chaperon mod: cytosolic chaperonin activity modulation; purified chaperonin ATPase assay, HTRF ADP detection, 30 min; activity change, % (no concentration beside the values), hits read low; hit rate 0.3% among 360,000; AID 651819; in the data active = activity change below about -30%; also: % is scaled to controls: 0 for no effect and ±100 for the full control effect
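TRiC (40 or 20 nM final, by batch activity) in 30 mM Tris pH 7.4, 100 mM KCl, 5 mM MgCl2, 1 mM DTT was treated with compound at 76 uM single dose, then 10 uM ATP, 30 min at 37 °C. ADP was read by HTRF Transcreener.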
pAkt inh: Akt phosphorylation inhibition | Neuro2A IGF-stimulated pAkt S473 HTRF, 20 min; hits give low values | activity change, % for hits at 50 µM | hit rate 0.32% among 360,000 | AID 651550; in the data active = activity change below about -80%; inconclusive = mostly about -51% to -80%; also: % is scaled to controls: 0 for no effect and ±100 for the full control effect
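Neuro2A cells (4,500/well, DMEM with 0.5% FBS) were treated with compound at a single 50 µM final concentration, stimulated with 6 nM IGF for 20 min at 37 °C, and lysed. Phospho-Akt Ser473 was read by HTRF as 665/615 ratio ×10^4.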
Abeta rescue: A-beta toxicity reversal in yeast; yeast expressing A-beta42, growth rescue, OD600, 48 h; response scale: 0% DMSO, 100% iron-clioquinol control; Potency, µM (doses to about 46.1 µM), inactives show at the top dose growth rescue, most hits filed as activators; hit rate 0.063% among 410,000; AID 1347071; also: potency is read from the fitted curve at half-maximal effect; nearly all actives have a fitted effect of over 55% in size
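Yeast A-beta toxicity model in growth medium with pinned compounds, 48 h at 30 C; growth read as absorbance at 600 nm. Normalized to FeCl3/clioquinol equimolar mix (positive) and DMSO (negative).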
HepG2 viability: counter-screen for TGF-b inhibitors: cytotoxicity in HepG2 cells | HepG2 CAGA-GFP viability, ATP luminescence, 18 h | hit rate 0.76% among 410,000 | Potency, µM (series often up to 46.1 µM), inactives show top-dose activity change, negative = cytotoxicity, usual class: cytotoxic; also: potency is read from the fitted curve at half-maximal effect; some results filed as inactive show a strong effect at the top dose
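CellTiter-Glo luminescence gave cytotoxicity after 18 hours at 37 degrees C. The cells were HepG2 CAGA-GFP in 1% FBS DMEM, stimulated with 500 pg/mL TGF-beta after compound addition. %Activity was normalised to no-cell wells (complete cell-killing) and DMSO (no toxicity), and curves were fitted and classified.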
A549 viability: kills or reduces viability of A549 cells in Nrf2 counter-screen; hit rate 0.16% among 390,000; A549 ARE-Fluc cells, CellTiter-Fluor viability, 18-24 h; Potency, µM (top dose mostly 46 µM), for the others: at the top dose activity change, negative = cytotoxicity, most hits filed as inhibitors; also: potency is read from the fitted curve at half-maximal effect; % is scaled to controls: 0 for no effect and ±100 for the full control effect
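A549 ARE-Fluc cells in 5% FBS OPTI-MEM, 5000 cells/well, rested 2 h then exposed to compounds in concentration-response for 18-24 h at 37 °C. Viability by CellTiter-Fluor fluorescence (Ex 405/Em 525) after 30 min; luciferase luminescence (BugLite, 15 min, RT) read afterwards.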
Nrf2 block: Nrf2 pathway inhibition; A549 ARE-Fluc reporter, luciferase luminescence, 18-24 h; Potency, µM (top dose mostly 46 µM), inactives show top-dose activity change, negative = inhibition, actives largely listed as inhibitors; hit rate 2.1% among 360,000; also: potency is read from the fitted curve at half-maximal effect; % is scaled to controls: 0 for no effect and ±100 for the full control effect; nearly all actives have a fitted effect of over 60% in size
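Two sequential reads on A549 ARE_Fluc cells exposed to compound for 18-24 h: a CellTiter-Fluor fluorescence read for viability, then a luciferase luminescence read for Nrf2/ARE activity.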
Nrf2 activator: activators of Nrf2 (ARE) signaling | hit rate 0.31% among 410,000 | AREc32 ARE-luciferase reporter (MCF7-derived line), luminescence, 24 h | Potency, µM (titrated, usually from 46.1 µM), without a hit: at the top dose activation, actives largely listed as activators; also: potency is read from the fitted curve at half-maximal effect; % of control where 0% means no effect; nearly all actives have a fitted effect of over 65% in size
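Nrf2 activation is followed as ARE-luciferase induction in the AREc32 line after one day of compound treatment; luminescence is read with Steady-Glo.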
TGFb inhibitor: blocks TGF-b signaling. HepG2 CAGA-GFP TGF-b/SMAD3 reporter, GFP fluorescence, 18 h; TGF-beta stimulated, 500 pg/mL final. Potency, µM (top dose mostly 46.1 µM), without a hit: top-dose activity, negative = inhibition, hits mostly inhibitors. hit rate 1.2% among 410,000. AID 588855; also: potency is read from the fitted curve at half-maximal effect; % is scaled to controls: 0 for no effect and ±100 for the full control effect; nearly all actives have a fitted effect of over 65% in size
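Using HEPG2 CAGA-GFP reporter cells at 1000 cells/well, we pinned test compounds, stimulated with recombinant TGF-beta (500 pg/mL final) and measured total well GFP after 18 h.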
* marks the source's active call; other numbers are inactive results; i = inactive; ? = inconclusive; . = no result given; [ ] = dose if it differs, or a comment. Unless noted, calls follow the shape of the dose curve; as a rule, active = well fitted curve in the direction sought with a large enough effect; inconclusive = small, poorly fitted or top-dose-only effect, or another doubt; inactive = no such curve, though single readings can be large; an effect the other way counts as inactive or inconclusive. Hits appear at their usual frequency; any-hit rate near 4.3%.

SMILES,Mm-Cpn inhibitor,CCT chaperon mod,pAkt inh,Abeta rescue,HepG2 viability,A549 viability,Nrf2 block,Nrf2 activator,TGFb inhibitor
O=C(NCc1cccc(F)c1)c1ccc(N2C(=O)Cn3c(cc4sccc43)C2=O)cc1,?,-5.0,i,11.0%,-21.3%,0.3%,3.1%,-0.9%,-1.5%
CNC(=O)c1c(NC(=O)c2ccco2)sc(C)c1C,0.3%,4.9,i,-6.6%,-26.8%,7.6%,-3.3%,13.5%,16.8%
CCOc1ccccc1NC(=O)CNC(=O)c1nn(-c2ccc(OC)c(OC)c2)c(=O)c2ccccc12,-7.5%,-0.7,i,4.2%,0.8%,-16.8%,?,3.1%,30.8%[activator]
CCc1ccccc1NC(=O)Nc1ccc(F)cc1,-1.0%,-4.8,i,-3.7%,-11.4%,4.8%,17.1%,2.1%,-13.6%
Cc1ccc2c(c1)C(O)(CC(=O)c1ccc3c(c1)OCO3)C(=O)N2 (centres undefined),4.1%,-1.2,i,-6.5%,-25.8%,-3.3%,-1.4%,0.2%,-16.2%
CSCCC(NC(=O)c1ccc(Cl)c([N+](=O)[O-])c1)C(=O)N1CCN(C/C=C/c2ccccc2)CC1 (centres undefined),-0.7%,-0.9,i,0.3%,-12.1%,-3.2%,-24.6%,6.6%,-16.0%
Cc1ccc(C(=O)NC(=S)NNS(=O)(=O)c2ccc(C)cc2)cc1,-2.9%,-3.2,i,?,17.4%,-9.5%,-6.8%,3.1%,-1.3%
CCOC(=O)C1=C(COC(=O)CCOc2ccc(OCC)cc2)NC(=O)NC1C (centres undefined),1.7%,1.4,i,-14.5%,-21.8%,-1.2%,8.2%,4.5%,-2.5%
NC(=O)C1CCN(C(=O)CNC(=O)c2ccccc2)CC1,-1.5%,-10.1,i,-16.1%,-2.6%,2.2%,5.9%,-0.7%,1.5%
CC1(C(=O)NS(=O)(=O)C2CC2)CCCN(C(=O)c2ccco2)C1 (centres undefined),.,-0.3,i,1.4%,-1.2%,.,.,0.3%,-8.6%
O=C(Nc1ncccc1O)c1ccc(Cl)c(S(=O)(=O)N2CCCC2)c1,.,1.7,i,-12.4%,2.0%,.,.,-0.7%,7.0%
CNC(=O)/C(C#N)=C/c1ccc(-c2ccccc2[N+](=O)[O-])o1,-0.6%,-1.2,i,-8.8%,-11.3%,1.3%,-0.3%,3.1%,0.0%
Cc1ccc(NC(=O)Nc2nnc(Cc3ccc([N+](=O)[O-])cc3)s2)cc1,0.2%,-0.2,i,0.1%,-4.3%,-14.9%,-9.9%,1.8%,-22.3%
COC(=O)c1cc(-c2ccc(Br)cc2)n[nH]1,-0.8%,-1.6,i,-0.6%,0.8%,-5.6%,8.5%,4.2%,0.4%
O=C(O)c1cccc(NC(=S)NCc2ccccc2)c1,2.3%,-1.3,i,-5.9%,-0.1%,3.6%,-1.4%,2.5%,5.2%
CCCNC(=O)CN(c1cccc(F)c1)S(C)(=O)=O,3.0%,3.0,i,-7.3%,-3.9%,-9.3%,14.4%,1.1%,?
CC(=O)NS(=O)(=O)c1ccc(NC(=S)NC(=O)Cc2ccccc2)cc1,-0.2%,-1.0,i,18.6%,7.2%,7.5%,?,-1.0%,-1.1%
COc1ccccc1C(=O)N1CC(=O)Nc2ccc(F)cc2C1c1ccccc1 (centres undefined),-3.8%,-17.8,i,-5.6%,-24.0%,5.8%,-27.5%,0.3%,-9.1%
O=C(c1ccc(CS(=O)(=O)c2ccc(Br)cc2)o1)N1CCCC1,-1.7%,-1.5,i,-5.9%,0.1%,0.2%,11.0%,0.1%,1.8%
CCCOc1ccc(N2C(=O)C3C4C=CC(CC4)C3C2=O)cc1 (centres undefined),0.1%,1.2,i,-0.7%,-0.9%,5.6%,-0.9%,0.0%,-2.9%
COCCn1c(SC(C)C(=O)NCC2CCCO2)nc2sc3c(c2c1=O)CCC3 (centres undefined),0.0%,1.3,i,-6.7%,-4.9%,-7.8%,-8.8%,0.6%,-0.6%
COc1ccc(CN2CCN(CCc3ccccc3)C(CCO)C2)c(Cl)c1OC (centres undefined),-2.3%,-1.0,i,-2.7%,-7.4%,-8.2%,-8.8%,-0.6%,-1.5%
CC1(C)CC(=O)C2=C(C1)Nc1ccccc1N1C(=O)c3ccccc3C21 (centres undefined),0.2%,1.3,i,-3.0%,-31.0%,-0.5%,-17.9%,0.4%,-0.3%
Cc1cccc(NC(=S)NC(=O)/C=C/c2ccccc2)n1,-3.7%,1.3,i,5.3%,-6.0%,1.5%,?,?,-5.9%
Cc1cc(CNC(=O)COc2ccc(F)cc2)c2ccccc2n1,4.0%,0.2,i,-1.2%,-3.2%,10.2%,?,2.9%,?
CC(C)(C)n1nnnc1C(c1ccc(F)cc1)N1CCC(C(N)=O)CC1 (centres undefined),-0.3%,-5.1,i,-18.5%,-1.1%,4.8%,9.0%,-0.9%,7.1%
CC(C)(C)c1cc(C(=O)N2CCN(c3ncccn3)CC2)ccn1,.,-4.3,i,-17.8%,-3.8%,-18.7%,?,-0.3%,-15.2%
Cc1ccc(CCNC(=O)c2ccc(CNS(=O)(=O)c3ccccc3)cc2)cc1,.,.,.,-16.6%,-3.8%,7.9%,26.0%,0.3%,38.2%[activator]
COC(=O)C(CCSC)NC(=O)CNS(=O)(=O)c1ccc(F)cc1 (centres undefined),1.3%,1.1,i,7.8%,3.1%,11.2%,?,-0.6%,-1.0%
Cn1c(-c2ccco2)nc2cc3ccccc3cc21,-3.2%,-9.0,i,-43.9%[inhibitor],-39.6%,-1.4%,?,?,-4.0%
CCOC(=O)C1=NNC(C(=O)c2ccc(C)cc2)C1c1ccc(C)cc1 (centres undefined),0.5%,-2.6,i,18.4%,-13.8%,8.1%,-4.3%,3.9%,0.0%
Cc1ccc(NC(=O)Cn2nc(C)cc2C)cc1,1.3%,-3.6,i,8.4%,-5.9%,1.4%,-6.0%,-0.5%,20.8%
Cc1cccc(C)c1NC(=O)CN1C(=O)N(C)Cc2ccccc21,-2.1%,1.7,i,-4.9%,-2.7%,4.1%,-2.9%,-0.8%,0.9%
CC1Cc2ccccc2N1C(=O)CNc1cccc(S(=O)(=O)N2CCCC2)c1 (centres undefined),-6.1%,-0.8,i,-6.5%,-9.3%,1.8%,-1.7%,1.7%,-0.8%
O=C(Cc1nc(-c2cnccn2)no1)NNC(=O)Nc1ccccc1,0.8%,-1.4,i,-2.9%,-2.9%,1.2%,-0.9%,-0.5%,5.6%
O=C(Cc1ccccc1)Nc1ccc2c(c1)CCC2,-4.8%,-5.2,i,14.6%,4.4%,8.9%,?,4.2%,-2.0%
CCC(C)[C@H](NC(=O)N1CC(=O)Nc2ccccc21)C(=O)N[C@@H](C(=O)O)c1ccccc1 (some centres undefined),4.0%,-0.6,i,-1.0%,0.0%,-2.4%,3.7%,-1.2%,-5.9%
O=C(Cn1cc(C(F)(F)F)ccc1=O)N/N=C/c1ccc(O)cc1,3.6%,-39.0*,i,2.8%,2.8%,-3.8%,2.0%,-0.7%,-0.4%
COC(=O)C(=C/C=C/c1cccnc1)C(=O)OC,-1.2%,-0.2,i,-24.2%,-18.6%,2.3%,9.9%,14.1%,2.1%
Clc1ccc(C(c2nnnn2C2CCCC2)N2CCN(c3nc4ccccc4s3)CC2)cc1 (centres undefined),.,-1.8,i,-0.6%,-5.8%,0.3%,-23.8%,-0.8%,-14.5%
O=C(CCNS(=O)(=O)c1cccc2nsnc12)NC1CCCc2ccccc21 (centres undefined),-0.2%,-1.9,i,6.3%,-2.0%,0.2%,14.6%,-0.6%,8.8%
NS(=O)(=O)c1cccc(NC(=O)CSc2ncnc3ccccc23)c1,-2.9%,0.3,i,29.4%,-10.0%,-16.5%,-27.4%,19.7%,?
COc1ccc(N2C(=O)CSC2c2ccc3c(c2)OCO3)cc1 (centres undefined),0.9%,1.3,i,1.2%,7.7%,.,-32.3%,0.2%,0.6%
CC1(C)CSC(=NCCc2ccccc2)N1,1.7%,1.2,i,17.9%,-5.3%,-2.8%,4.0%,0.2%,-12.2%
COc1cccc(C(O)c2nccn2Cc2ccccc2)c1OC (centres undefined),-0.5%,1.7,i,-4.8%,16.4%,0.4%,-1.9%,0.5%,4.9%
CCc1ccc(S(=O)(=O)c2cn(C)c3cc(N4CCCCC4C)c(F)cc3c2=O)cc1 (centres undefined),.,.,.,2.7%,-4.8%,10.7%,?,-0.6%,15.5%
C[C@@H]1CN([C@H](C)CO)C(=O)CCCn2nncc2CO[C@H]1CN(C)Cc1ccccc1,.,-1.0,i,5.8%,-3.8%,.,.,0.1%,?

3 entries out of the list above, sorted by the value under TGFb inhibitor, lowest first:
SMILES | TGFb inhibitor
CC1(C)CC(=O)C2=C(C1)Nc1ccccc1N1C(=O)c3ccccc3C21 (centres undefined) | -0.3%
CNC(=O)/C(C#N)=C/c1ccc(-c2ccccc2[N+](=O)[O-])o1 | 0.0%
NC(=O)C1CCN(C(=O)CNC(=O)c2ccccc2)CC1 | 1.5%

Compound activity as filed in PubChem BioAssay.
